PKM2 activator = PKM2 (human) enzyme activation; P14618; purified PKM2, Kinase-Glo ATP luminescence, activation; response scale: 0% is enzyme alone, no compound; Potency, µM (titrated, usually from 57.5 µM), for inactives: at the highest dose activation, hits mostly activators; 260,000 tested, 0.34% active; further: potency means the concentration at half of the fitted maximal effect; on the % scale 0 is the no-effect control and ±100 the full control effect; nearly all actives have a fitted effect of over 55% in size
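Kinase-Glo luminescence reports ATP generated from ADP (0.1 mM) and PEP (0.5 mM) by purified hPK-M2 after 1 h at room temperature, pH 7.2 imidazole buffer; intermediate enzyme activity allows detecting inhibitors and activators.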
GALK inh = galactokinase (human) inhibition. P51570. Potency, µM (doses to about 57.5 µM), without a hit: top-dose activity change, negative = inhibition, actives largely listed as inhibitors. 270,000 tested, 0.007% active. AID 1868. Purified GALK, Kinase-Glo residual ATP luminescence; further: potency means the concentration at half of the fitted maximal effect; on the % scale 0 is the no-effect control and ±100 the full control effect
Target sequence (P51570 whole entry, looked up): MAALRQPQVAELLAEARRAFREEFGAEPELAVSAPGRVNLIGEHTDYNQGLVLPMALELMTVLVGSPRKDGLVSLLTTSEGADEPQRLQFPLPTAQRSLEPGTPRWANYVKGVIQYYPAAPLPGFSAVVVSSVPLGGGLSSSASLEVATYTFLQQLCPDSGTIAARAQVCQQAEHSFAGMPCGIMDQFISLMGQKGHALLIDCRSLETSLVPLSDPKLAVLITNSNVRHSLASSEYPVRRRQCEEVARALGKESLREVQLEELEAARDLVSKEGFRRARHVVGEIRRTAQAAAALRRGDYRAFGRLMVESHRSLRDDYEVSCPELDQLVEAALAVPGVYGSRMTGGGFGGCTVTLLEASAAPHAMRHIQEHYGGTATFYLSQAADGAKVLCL
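Human GALK (5 nM) with 35 uM ATP and 100 uM galactose in 20 mM HEPES pH 8.0, 5 mM MgCl2, 60 mM NaCl, 1 mM DTT, 0.01% BSA. After 1 h at room temperature, leftover ATP was read by Kinase-Glo Plus luminescence.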
MLL CXXC-DNA inh = MLL CXXC-DNA interaction inhibition | MLL-CXXC / FITC-HOXA9 DNA fluorescence polarization | Potency, µM (titrated, usually from 115 µM), for inactives: at the top dose activity change, negative = inhibition, hits mostly inhibitors | 290,000 tested, 0.037% active | AID 2662; active means well fitted inhibition curve with a large enough effect in the polarisation, with a control signal flat, not every such curve was filed as active; inconclusive means small, poorly fitted or top-dose-only effect, or effect the other way, or a change in a side signal; inactive means no such curve, though single readings can be large or run the other way; the % refers to the polarisation; further: potency means the concentration at half of the fitted maximal effect
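Fluorescence polarization: 7 uM MLL-CXXC (stock) preincubated 5 min with compounds, then 50 nM fluorescein-HOX-A9 DNA (stock) added; 30 min ambient. Buffer 50 mM Tris-HCl pH 7.5, 50 mM NaCl, 1 mM DTT, 0.05% BSA.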
Menin MLL FP TR = displaces Texas Red mutant MLL peptide from human menin | O00255 | 270,000 tested, 0.23% active | AID 1768 | Potency, µM (series often up to 61.6 µM), for the others: at the highest dose FP activity change, negative = inhibition, most hits filed as inhibitors | Menin + Texas Red MLL mutant peptide, fluorescence polarization; active means well fitted inhibition curve with a large enough effect in the polarisation, with a control signal flat, not every such curve was filed as active; inconclusive means small, poorly fitted or top-dose-only effect, or effect the other way, or a change in a side signal; inactive means no such curve, though single readings can be large or run the other way; the % refers to the polarisation; further: potency means the concentration at half of the fitted maximal effect; % of control where 0% means no effect; many of its hits are not listed in these tables
TRPV1 ag = human TRPV1 agonism; Q8NER1; TRPV1-expressing cells, Fluo-8 calcium influx, agonist mode; activation, % at 8.33 µM; 320,000 tested, 0.19% active; AID 540275; in the data active means activation above about 80%; inconclusive means between about 30% and that limit; further: 0% is about no effect
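Cells expressing TRPV1 were dye-loaded with Fluo-8 and read kinetically: 10 s baseline, 3 min after compound (agonist portion), then 2 min after EC20 capsaicin (allosteric enhancer portion). Calcium-bound dye fluorescence at 480/520 nm.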
Giardia killer = kills Giardia lamblia | Giardia lamblia trophozoite viability | activity change, % at 7.66 µM, hits read low | 340,000 tested, 0.15% active | AID 540267; in the data active means activity change below about -80%; inconclusive means between about -30% and that limit;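 further: parasites exposed to compound for two days anaerobically before the ATP read; on the % scale 0 is the no-effect control and ±100 the full control effect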
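Trophozoites 100 cells/well + cpd; 48 hrs, 37 deg C, anaerobic. ATPLite 1-Step added, 15-30 min RT, luminescence read (ATP-based viability).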
KCNH2 3.1 inh = KCNH2 3.1 (human) potassium channel inhibition; U2OS KCNH2 3.1, thallium flux FluxOr; stronger effect = lower value; activity change, % (tested at about 1.8 µM); 340,000 tested, 0.95% active;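 active means maximum activity change below -70%; inconclusive means maximum activity change from -70% to -50%; inactive means maximum activity change above -50%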;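 further: thallium influx rate constant from kinetic fluorescence after stimulation buffer; on the % scale 0 is the no-effect control and ±100 the full control effect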
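Thallium flux via FluxOr fluorescence (Red40 quencher, 45 min loading) in U2OS cells virally expressing the KCNH2 3.1 isoform (1.77 x 10^8 /mL virus, overnight at 37 C). Rate constants from 2-min kinetic reads post-stimulation, normalised to positive and negative controls.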
Coupling enz = inhibits coupling enzyme system, counter-screen for aldolase hits | coupling enzyme system counterscreen, AmpLite Red fluorescence | activity change, negative = inhibition, % at 58.2 µM, hits read low | 290,000 tested, 0.67% active; in the data active means activity change below about -30%; further: on the % scale 0 is the no-effect control and ±100 the full control effect
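First, compound is pin-transferred into glyceraldehyde-3-phosphate coupling-enzyme reagent at 57.5 uM final and held 10 min at RT. Next, substrate, coupling system and AmpLite Red are added. After 20 min RT, fluorescence (525/598 nm) is read.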
KCNH2 WT inh = inhibitors of human wildtype KCNH2 potassium channel; AID 720551; Q12809; 340,000 tested, 0.37% active; activity change, % at 1.84 µM; U2OS, BacMam KCNH2, thallium flux FluxOr; stronger effect = lower value;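 active means maximum activity change below -70%; inconclusive means maximum activity change between -70% and -50%; inactive means maximum activity change above -50%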; further: on the % scale 0 is the no-effect control and ±100 the full control effect
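U2OS cells transduced with wild-type KCNH2 virus are loaded with FluxOr dye for 45 min, and thallium flux is measured in kinetic reads before and after stimulation buffer. Rate constants are normalized to DMSO controls.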
B2AR arrestin = agonists driving beta-arrestin recruitment to human beta2-adrenergic receptor | beta-arrestin recruitment to beta2AR, cell-based reporter | 330,000 tested, 0.02% active | P07550 | Potency, µM (series often up to 46.1 µM), without a hit: at the top dose activation, usual class: activators;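 further: potency means the concentration at half of the fitted maximal effect; 0% = DMSO controls and full agonism = EC100 isoproterenol or metaproterenol; nearly all actives have a fitted effect of over 65% in size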
USP2a inh = blocks human ubiquitin-specific protease USP2a; O75604; USP2 core, Ub-CHOP2 coupled fluorogenic reporter, 485/531; 330,000 tested, 0.01% active; Potency, µM (top dose mostly 38.3 µM), inactives show top-dose activity change, negative = inhibition, actives largely listed as inhibitors; AID 463254;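 further: potency means the concentration at half of the fitted maximal effect; plate controls were DMSO wells for no effect and full inhibition by NEM control for full effect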
Target sequence (O75604 whole entry, looked up): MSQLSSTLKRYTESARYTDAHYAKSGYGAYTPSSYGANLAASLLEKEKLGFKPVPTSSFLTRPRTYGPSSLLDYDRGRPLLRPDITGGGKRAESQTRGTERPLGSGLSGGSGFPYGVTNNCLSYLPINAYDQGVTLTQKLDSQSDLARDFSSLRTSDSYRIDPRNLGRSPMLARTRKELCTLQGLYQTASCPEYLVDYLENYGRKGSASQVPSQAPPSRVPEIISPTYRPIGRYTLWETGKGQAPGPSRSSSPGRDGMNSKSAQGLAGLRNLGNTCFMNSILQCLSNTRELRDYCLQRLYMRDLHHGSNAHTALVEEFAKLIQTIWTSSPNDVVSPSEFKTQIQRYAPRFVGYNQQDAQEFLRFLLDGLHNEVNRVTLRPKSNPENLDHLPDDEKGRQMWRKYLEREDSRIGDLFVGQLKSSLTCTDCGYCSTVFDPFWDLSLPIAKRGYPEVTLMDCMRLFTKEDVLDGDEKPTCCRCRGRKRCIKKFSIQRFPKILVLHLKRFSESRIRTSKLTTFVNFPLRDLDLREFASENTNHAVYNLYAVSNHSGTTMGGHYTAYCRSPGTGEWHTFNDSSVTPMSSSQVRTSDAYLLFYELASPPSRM
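Cell-free coupled assay: 10nM USP2 core preincubated 30min RT with compound in Tris-HCl pH 8.0/CaCl2/CHAPS buffer, then 25nM Ub-CHOP2 and 25nM reporter substrate; fluorescence (Ex 485/Em 531) read after 60min RT, normalized to NEM inhibition, concentration-response curves fitted.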
Numbers without * were called inactive; i = inactive; ? = inconclusive; / = not tested or not shown; [ ] = dose if it differs, or a comment. Unless noted, the call rests on the fitted dose curve; in most records, active means well fitted curve in the direction sought with a large enough effect; inconclusive means small, poorly fitted or top-dose-only effect, or another doubt; inactive means no such curve, though single readings can be large; an effect the other way counts as inactive or inconclusive.

SMILES	PKM2 activator	GALK inh	MLL CXXC-DNA inh	Menin MLL FP TR	TRPV1 ag	Giardia killer	KCNH2 3.1 inh	Coupling enz	KCNH2 WT inh	B2AR arrestin	USP2a inh
COc1cc(C(=O)N(Cc2cc3ccccc3[nH]c2=O)CC2CCCO2)cc(OC)c1OC (stereo not given)	-3%	3%	-11%	-10%	-1	34[activator]	9	12	-20	-0.5%	2%
Cc1cc(C)cc(C(=O)N(CCc2ccccc2)C2CC3CCC(C2)N3C)c1 (stereo not given)	-2%	4%	23%	-23%	3	19	-88*	3	-8	-4.2%	0%
COc1ccc(C2/C(=C(/O)c3ccccc3)C(=O)C(=O)N2c2ncccn2)cc1OC (stereo not given)	0%	/	17%	-6%	-6	4	11	3	2	-0.4%	0%
CCOC(=O)COc1cccc(C2NC(=O)c3ccccc3O2)c1 (stereo not given)	3%	1%	-18%	-18%	-1	-23	-6	2	6	-0.4%	0%
COc1ccccc1CC(=O)NN1C(=O)c2ccccc2C1=O	-1%	3%	6%	0%	0	10	9	1	9	0.1%	2%
CCCCC(=O)Nc1cccc(-c2nn3c(C)nnc3s2)c1	1%	0%	0%	-3%	-3	-18	0	5	5	-0.6%	-1%
C=CCn1c(SCCOc2ccc(OC)cc2)nnc1C(NC(=O)c1ccc(OC)cc1)C(C)C (stereo not given)	3%	-2%	-1%	?	2	1	10	-3	29	-0.2%	4%
COc1ccc(Cl)cc1NC(=O)C/C(C)=N/NC(=O)Cc1ccccc1	0%	14%	-1%	-7%	7	-6	8	-4	15	0.1%	-1%
CC1=C(C(=O)Nc2ccccc2)C(c2sccc2C)n2nnnc2N1 (stereo not given)	-2%	3%	6%	-3%	-3	/	/	0	/	-0.8%	4%
O=C(CN(C(=O)c1ccc(Cl)cc1)C1CCCCC1)Nc1ccc(Cl)c([N+](=O)[O-])c1	-3%	0%	5%	-2%	-2	9	8	1	-2	-0.5%	2%
CC1CCCCC1NC(=O)CCS(=O)(=O)c1ccc2c(c1)NC(=O)CO2 (stereo not given)	1%[0.46 µM]	7%	11%	-10%	1	24	-12	0	12	0.1%	2%
CCN(Cc1ccccc1)C(=O)COC(=O)CNS(=O)(=O)c1ccc(C)cc1	-4%	1%	3%	0%	1	6	4	2	-5	-0.7%	5%
Cc1cccc(OCCSc2nc3ccccc3n2CCC(=O)O)c1	0%[11.5 µM]	-8%	-28%	-2%	9	?	15	2	-4	-0.6%	2%
Cc1cc(C)cc(OCc2nnc(SCC(=O)Nc3ccccc3)o2)c1	-7%	0%	19%	36%[activator]	12	10	-5	-1	-17	-0.3%	0%
CN=C1CC(SC)=C1c1ccc(C)cc1	3%	-1%	3%	-3%	14	8	5	0	6	-0.6%	-2%
S=C(NCCCN1CCOCC1)Nc1ccc(Cl)cc1Cl	5%	1%	9%	1%	2	-16	0	-3	22	-0.8%	1%
N#CC1=C(N)OC2=C(C(=O)CCC2)C1C1C=CCCC1 (stereo not given)	4%	0%	2%	11%	?	2	-2	-7	2	0.8%	0%
O=C(N/N=C/c1ccc(N2CCOCC2)cc1)C1CC1	-1%	9%	4%	1%	-3	-21	/	1	-1	0.0%	0%
Cc1nc(NCCc2ccc(S(N)(=O)=O)cc2)c2c(C)c(C)sc2n1	-6%	0%	-5%	/	1	12	-8	0	6	0.1%	4%
CCc1cc2c(=O)c(-c3cnn(-c4ccccc4)c3)coc2c(CN2CCOCC2)c1O	20%	-3%	1%	41%[activator]	-2	8	0	1	13	0.3%	1%
COc1ccc(N2C(=O)C3C4C=CC(C5CC45)C3C2=O)c([N+](=O)[O-])c1 (stereo not given)	-6%	/	-4%	-29%	-2	-4	-2	-1	-2	-0.3%	1%
CC1(C)CC2CC(C)(CN2C(=O)CCCN2C(=O)c3ccccc3C2=O)C1 (stereo not given)	-1%	-6%	-2%	-30%	21	4	4	-2	4	-0.1%	-2%
O=C(Nc1ccc(SC(F)F)cc1)C12CCC(CC1)C2	3%	-2%	?	0%	?	-28	/	-16	-8	-0.7%	0%
COc1ccc(C(Nc2ccccn2)c2oc(CO)cc(=O)c2O)cc1 (stereo not given)	15%	1%	-1%	-4%	2	0	8	-17	-4	-0.6%	-1%
NS(=O)(=O)c1ccc(CCNC(=O)/C=C/c2ccc([N+](=O)[O-])cc2)cc1	3%	-2%	-4%	?	5	0	?	0	-30	-0.1%	5%
(next part)
SMILES	PKM2 activator	GALK inh	MLL CXXC-DNA inh	Menin MLL FP TR	TRPV1 ag	Giardia killer	KCNH2 3.1 inh	Coupling enz	KCNH2 WT inh	B2AR arrestin	USP2a inh
CC(OC(=O)c1n[nH]c2ccccc12)C(=O)Nc1ccccc1[N+](=O)[O-] (stereo not given)	/	/	/	/	6	15	-2	/	-7	-0.1%	-1%
O=C(O)/C=C\C(=O)N1CCc2ccccc21	-21%	0%	5%	14%	-1	2	0	-3	-22	-0.6%	-1%
O=C(Nc1ccn(-c2ccccc2)n1)c1ccc(Cl)cc1	0%	1%	1%	24%	?	?	-2	0	-6	-0.3%	1%
CCN(CCCNC(=O)CSc1cc(=O)n(C)c2cc(Cl)ccc12)Cc1ccccc1	26%	-1%	0%	?	0	5	-14	1	i	-0.2%	0%
Cc1ccc(NC(=O)Cn2nc(C)c(S(=O)(=O)N(C)C)c2C)cc1	4%	7%	1%	-1%	0	15	8	0	1	-0.1%	0%
O=C(CC1Sc2ccccc2NC1=O)Nc1cccc(C(=O)O)c1 (stereo not given)	-3%	0%	4%	-5%	-1	3	10	3	-2	-0.5%	3%
COc1cccc(-c2onc3ccc(C4(C)OCCO4)cc23)c1	4%	-1%	-4%	12%	23	8	6	-3	-12	-0.2%	-1%
Cc1[nH]c2ccccc2c1C(=O)/C=C/c1ccccc1Cl	9%	0%	-4%	21%	23	-26	10	-7	-1	-0.2%	-5%
N/C(=N\c1nc2c(c(=O)[nH]1)CCCC2)Nc1ccccc1	1%	1%	-2%	-1%	-1	-20	-11	-1	-21	0.1%	-1%
CCC(=O)c1ccc(OCC(=O)N2CCN(c3ncccn3)CC2)cc1	/	/	/	/	-3	-1	6	/	-6	-0.1%	1%
CC(C#N)(NC(=O)COC(=O)c1ccccc1NCCO)C1CC1 (stereo not given)	/	/	/	/	-1	-10	2	/	-16	0.2%	0%
CCOC(=O)c1ccc(NC(=O)CN(Cc2ccc(Cl)cc2)S(C)(=O)=O)cc1	5%	-4%	-1%	/	1	4	-11	-1	10	0.0%	-2%
Cc1nc(-c2cccc(S(=O)(=O)N3CCCC(C)C3)c2)cs1 (stereo not given)	-4%	-1%	-5%	-5%	29	6	-1	0	4	0.1%	-3%
CC1(C)CC(=O)C=C(Nc2cc(-c3ccccc3)[nH]n2)C1	-4%	-3%	1%	-3%	2	-3	-11	-1	-15	-0.2%	-1%
Cc1ccccc1C(=O)NC1CCN(Cc2nnnn2Cc2ccc(F)cc2)CC1	-15%	1%	0%	-8%	4	1	10	-2	15	0.1%	1%
O=C1CC(c2ccco2)CC(O)=C1C=NCCN1CCN(C(=S)Nc2ccccc2)CC1 (stereo not given)	-3%	-3%	0%	/	-3	1	-7	0	-5	-0.8%	-1%
CCC(Cc1ccccc1)NS(=O)(=O)c1c(C)nc2sccn2c1=O (stereo not given)	0%	/	/	-1%	10	-25	-41	6	5	0.0%	1%
Cc1cccc(NC(=O)c2cnn3ccccc23)c1C	-9%	-2%	-7%	/	13	-2	3	1	-4	2.3%	0%
Cc1onc(-c2c(F)cccc2Cl)c1C(=O)OCC(=O)NC1CC1	-3%	-8%	-18%	23%	-3	5	7	0	9	0.3%	3%
C=CCN=C1CCCc2c1[nH]c1ccc(C)cc21	/	14%	1%	-16%	?	-3	8	-11	-14	-0.1%	-12%
Cc1c(C(=O)N2CCC2)oc2c(F)cccc12	/	/	/	/	/	0	9	/	-3	0.1%	1%
Cc1cccc(C(=O)NC2CCN(C(=O)Nc3ccc(F)cc3)CC2)c1	/	-1%	4%	-8%	12	16	4	-2	12	0.5%	0%
COc1ccccc1/C=C1\SC(=S)N(N2C(=O)CCCC2=O)C1=O	6%	-1%	?	21%	5	6	5	-2	-46	-0.2%	5%
Cc1ccc(-c2cc(-c3ccccc3O)nc(N/N=C/c3cccnc3)n2)cc1	1%	0%	30%	-4%	-1	9	-6	2	-16	0.0%	-2%

Bioassay records as filed in PubChem BioAssay.

The list is partial (hit frequency here may not be typical).
